Screens from PubChem BioAssay.
Rtt109 HAT inh: inhibitors of C. albicans Rtt109/Vps75 HAT, primary screen, biochemical, ThioGlo CoA-SH fluorescence, plate reader. Histone acetyltransferase RTT109 (Candida albicans (strain SC5314 / ATCC MYA-2876)), …. purified Rtt109/Vps75, 4 h. inhibition, % at 34.9 µM. 330,000 tested, 0.16% active;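 active = inhibition of at least 50% in every replicate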
Target sequence (Q5AAJ8 whole entry, looked up): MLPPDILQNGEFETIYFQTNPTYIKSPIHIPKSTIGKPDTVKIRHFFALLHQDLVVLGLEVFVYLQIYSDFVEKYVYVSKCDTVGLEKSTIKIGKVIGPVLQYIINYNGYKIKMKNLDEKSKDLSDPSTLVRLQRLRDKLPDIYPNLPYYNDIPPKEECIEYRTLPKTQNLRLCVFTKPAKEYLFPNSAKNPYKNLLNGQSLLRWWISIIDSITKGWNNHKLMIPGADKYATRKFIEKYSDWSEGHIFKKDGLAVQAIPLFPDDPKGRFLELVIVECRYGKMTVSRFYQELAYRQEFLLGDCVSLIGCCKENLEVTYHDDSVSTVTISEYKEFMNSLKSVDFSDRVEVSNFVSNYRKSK
dFosB activator: activators of delta FosB homodimer, primary screen, biochemical, fluorescence polarization, TAMRA-CDK5 oligo, single point; Protein FosB (Mus musculus), P13346; activation, % at 25 µM; 340,000 tested, 0.99% active; purified delta FosB; percent of positive-control signal above neutral wells;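 active = mean activation above about 17%, with every replicate also reaching it, limit read from the data, passing the limit was not always enough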;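 also: fluorescence polarization rise as delta FosB binds a TAMRA Cdk5 AP-1 oligo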
NSD2 inh: NSD2 histone methyltransferase inhibitors, primary screen, biochemical, AlphaScreen, single concentration, set 2 | Histone-lysine N-methyltransferase NSD2 (Homo sapiens), O96028 | 310,000 tested, 0.54% active | inhibition, % at 12.5 µM | NSD2 peptide methylation, 120 min; in the data active = inhibition above about 50%
CAL PDZ FP-1: CAL PDZ peptide-binding inhibitors, primary screen, biochemical, fluorescence polarization, Cer-tagged CAL PDZ, HTS | Golgi-associated PDZ and coiled-coil motif-containing protein (Homo sapiens), Q9HD26 | purified CAL PDZ, TMR-peptide fluorescence polarization, 1 h | inhibition, % at 20 µM | 330,000 tested, 0.02% active | AID 504414, 2011;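 active = highest replicate inhibition of at least 40%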;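 also: plate controls were DMSO neutral control wells for no effect and unlabeled competitor peptide control wells for full effect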
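material = purified tagged CAL PDZ domain construct (CerCALP) | compound dosing = 20 µM, one dose | times = 1 h at RT | measured by = fluorescence polarization from S- and P-plane intensities, G-factor corrected | read-out = inhibition from polarization loss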
PfHsp90 set2: growth inhibition of PfHsp90-expressing yeast, primary screen, antimalarial PfHsp90 inhibitor project, S. cerevisiae, BacTiter-Glo luminescence, single point, set 2; BacTiter-Glo ATP, 48 h; yeast lacking PDR1 and PDR3 efflux regulators; inhibition, % at 9.4 µM; 310,000 tested, 0.32% active;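 active = every replicate shows inhibition above about 80%, whatever the replicate mean, limit read from the data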;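 also: 0% = DMSO neutral controls and 100% = 20 µM radicicol positive controls; yeast relying on Plasmodium falciparum Hsp90 in place of its own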
SR-BI DiI inh: inhibitors of SR-BI mediated HDL lipid uptake, primary screen, ldlA[mSR-BI] cells, fluorescence, single point. Scavenger receptor class B member 1 (Mus musculus), Q61009. ldlA[mSR-BI] CHO cells, DiI-HDL uptake fluorescence, 3 h. inhibition, % at 12.5 µM. 320,000 tested, 0.96% active. AID 488896, 2010;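 active = mean replicate inhibition of at least 70% and a set share of replicates each scoring 70 or more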;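 also: 0% = median of neutral control wells and 100% = median of positive control wells; values of inactives mirror those of a sister screen read the other way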
Target sequence (Q61009 whole entry, looked up): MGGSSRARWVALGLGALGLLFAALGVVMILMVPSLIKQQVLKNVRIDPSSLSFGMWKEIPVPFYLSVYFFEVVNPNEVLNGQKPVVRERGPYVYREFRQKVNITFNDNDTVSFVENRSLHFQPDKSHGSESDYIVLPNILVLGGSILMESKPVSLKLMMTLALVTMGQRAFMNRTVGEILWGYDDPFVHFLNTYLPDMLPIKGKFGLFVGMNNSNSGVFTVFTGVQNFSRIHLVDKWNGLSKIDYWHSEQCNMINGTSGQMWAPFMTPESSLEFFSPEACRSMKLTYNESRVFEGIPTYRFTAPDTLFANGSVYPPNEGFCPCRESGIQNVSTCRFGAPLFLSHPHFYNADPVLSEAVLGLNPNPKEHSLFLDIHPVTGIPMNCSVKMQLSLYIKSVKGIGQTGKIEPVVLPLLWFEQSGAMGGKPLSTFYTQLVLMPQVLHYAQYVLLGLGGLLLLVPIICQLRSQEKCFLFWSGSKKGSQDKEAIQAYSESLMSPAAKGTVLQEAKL
PvdQ acylase: P. aeruginosa PvdQ acylase inhibitors, primary screen, biochemical, fluorescence, plate reader and imaging, single point; PvdQ acylase [Pseudomonas aeruginosa LESB58]; purified PvdQ acylase; inhibition, % at 10 µM; 340,000 tested, 0.063% active; AID 488965, 2010; in the data active = inhibition above about 30%, passing the limit was not always enough;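 also: 0% = vehicle neutral wells and 100% = reference inhibitor wells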
MITF TRPM1 HTS: activators of MITF-driven TRPM1 promoter reporter, primary screen, cell-based, SK-MEL-5, luciferase, single point; activation, % at 12.5 µM; AID 588334, 2011; 300,000 tested, 0.75% active; SK-MEL-5 TRPM1-promoter luciferase, 24 h; % of positive control, neutral wells = 0;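 active = mean activation of at least 80% with every replicate also reaching 80%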;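 also: 0% = neutral control wells and 100% = parthenolide positive control wells; values of inactives mirror those of a sister screen read the other way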
SR-BI DiI-HDL act: activators of SR-BI mediated DiI-HDL uptake, primary screen, ldlA[mSR-BI] CHO cells, DiI fluorescence | activation, % at 12.5 µM | 3 h; 100 = double the neutral-control signal | AID 504775, 2011 | 320,000 tested, 0.096% active;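 active = mean replicate activation of at least 60% and every replicate at or above 60%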;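 also: 0% = median plate neutral-control signal and 100% = twice that signal; values of inactives mirror those of a sister screen read the other way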
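Test system: SR-BI-overexpressing, LDLR-lacking CHO cells; Medium: Ham's F12 with 0.5% BSA, HEPES 25 mM, pH 7.4; Schedule: 3 h, 37 °C; Technique: bottom-read fluorescence, 550/595 nm.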
CAL PDZ FP-2: untagged CAL PDZ binding inhibitors, primary screen, biochemical, fluorescence polarization, HTS; AID 602252, 2012; inhibition, % at 24.9 µM; 300,000 tested, 0.92% active; purified CAL PDZ, TMR-peptide fluorescence polarization, 1 h;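 active = mean inhibition of at least 30% with at least half of replicates also reaching 30%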;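 also: 0% = DMSO neutral control and 100% = excess unlabeled competitor peptide PRC23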
* = called active by the depositor; nt = no result given.

Value order – Rtt109 HAT inh, dFosB activator, NSD2 inh, CAL PDZ FP-1, PfHsp90 set2, SR-BI DiI inh, PvdQ acylase, MITF TRPM1 HTS, SR-BI DiI-HDL act, CAL PDZ FP-2
> CCCC/C(O)=C1\C(=O)CC(C)(C)CC1=NCCCCCC(=O)O
  nt, 1.2, -3.1, 0.6, 1.4, -24.3, 0.8, -2.1, 24.3, -4.4
> O=C(NNC(=O)c1ccc2[nH]c(=O)c(=O)[nH]c2c1)c1cccc(Br)c1
  12.6, -6.4, -3.7, -3.4, -7.6, -13.9, 1.9, -7.0, 13.9, 1.7
> C(=N\Nc1nc2ccccc2[nH]1)/c1ccc2c(c1)OCCO2
  2.4, 4.1, 2.9, 1.2, 23.9, -2.7, -9.9, nt, 2.7, nt
> O=C(CCN1C(=O)C2C3C=CC(C3)C2C1=O)N1CCN(c2ccccn2)CC1 (configuration not stated)
  2.4, -3.9, -0.7, -1.3, nt, -18.1, -3.5, 0.8, 18.1, nt
> Cc1ccc(NC(=O)CN2C(=S)NC(C)(C)CC2C)cc1Cl (configuration not stated)
  3.0, -4.6, -0.9, -1.4, -21.2, -3.2, -18.8, -17.0, 3.2, -0.9
> Cc1ccc(N2C(=O)/C(=C\c3ccc(C(C)C)cc3)N=C2SC2CCOC2=O)cc1 (configuration not stated)
  -24.4, -1.1, 0.4, 0.8, -55.3, 26.7, -10.7, -10.8, -26.7, -1.1
> NC(=S)N/N=C/c1coc2cc(Cl)ccc2c1=O
  13.0, 5.3, -2.9, 0.2, -76.0, -9.0, -7.0, -6.9, 9.0, nt
> CNC(=O)c1cc2cc(OC)ccc2n1CCN(C)C
  9.7, -5.2, nt, nt, -29.8, -14.9, -6.4, 1.3, 14.9, 47.3*
> CC(C)(C)C1CCc2c(sc(NC(=O)c3cccs3)c2C(=O)N2CCCCC2)C1 (configuration not stated)
  6.0, -6.0, -0.9, -0.7, 3.0, 2.8, -10.4, 3.6, -2.8, 0.7
> COC(=O)C1CCN(Cc2cc(=O)oc3cc(OC)ccc23)CC1
  4.3, 6.9, 0.4, nt, -4.8, -2.5, 9.4, 10.3, 2.5, -8.3
> CCn1cc(C(=O)N2CCN(c3cccc(Cl)c3)CC2)c2cc(OC)c(OC)cc2c1=O
  3.5, -14.0, nt, -0.7, nt, 18.5, -5.1, nt, -18.5, -0.5
> O=C(CNS(=O)(=O)c1ccccc1F)Nc1ccc(N2CCOCC2)cc1
  -4.9, 1.0, -0.5, 0.5, nt, -0.7, -2.2, nt, 0.7, -0.2
> COC(=O)c1ccc(CSC2=NC[C@@H]3[C@@H]4C(=O)N(Cc5ccccc5)C(=O)[C@@H]4[C@](Cc4ccccc4)(C(=O)OC)N23)cc1
  2.2, -4.1, nt, -0.6, -17.7, -7.6, -9.7, -5.0, 7.6, -1.1
> CCCCC[C@@H]1C=C(C(=O)O)[C@H](c2ccc3c(c2)OCO3)N1S(=O)(=O)c1ccc(C)cc1
  6.4, 2.1, nt, 0.3, -8.9, -20.6, 2.7, -5.3, 20.6, -0.2
> N#CCCn1cc(C(=O)O)c(-c2cc3ccccc3o2)n1
  3.0, -2.1, -2.8, 0.0, -13.0, -10.8, 0.7, 8.3, 10.8, nt
> Cn1c(N)c(C(=O)COC(=O)/C=C/c2cccc(F)c2)c(=O)n(C)c1=O
  -1.6, -23.7, 5.3, -1.4, nt, 12.2, -9.1, 8.4, -12.2, 0.4
> O=C(NCCc1ccc(Cl)cc1)C1CCCN(c2ncnc3c2nc2n3CCCCC2)C1 (configuration not stated)
  1.5, -18.5, -0.7, -1.2, 14.2, 4.4, -13.3, 10.3, -4.4, -26.6
> Cc1ccc(C(=O)Cn2c(C)cc(C)c(C#N)c2=O)cc1
  3.2, -8.4, -0.1, -0.8, -17.6, 3.6, -6.1, -4.5, -3.6, 0.2
> COc1ccc(S(=O)(=O)NNC(=O)c2cc3ccccc3o2)cc1
  1.8, -1.6, 0.0, -2.1, -4.1, -10.4, -10.9, 3.5, 10.4, -5.3
> CCCCn1c(N)c(NCC)c(=O)[nH]c1=O
  6.0, -4.2, -7.6, -0.7, -4.3, -10.8, -5.7, -1.8, 10.8, 13.8
> COc1ccc(COC(=O)c2ccc(Cl)c(S(=O)(=O)N3CCOCC3)c2)cc1F
  1.7, -4.2, -9.3, -1.3, 4.9, 64.3, -6.4, 2.0, -64.3, 1.1
> CCOc1ccc(-n2cc(C(=O)NCCOC)c3cc(OC)c(OC)cc3c2=O)cc1
  3.5, -9.3, -3.0, 0.8, 1.4, 8.7, 1.1, -0.4, -8.7, -1.9
> Cc1ccc(N2CC(C(=O)OCC(=O)Nc3ccccc3F)CC2=O)cc1 (configuration not stated)
  -7.9, 0.4, 2.4, -2.5, -17.4, -19.5, 6.0, 2.0, 19.5, -2.4
> Cc1cc(C)c(NC(=O)CCn2nnc3ccccc32)c(C)c1
  3.9, -2.6, -0.9, 0.6, 2.4, -0.3, -12.1, 3.0, 0.3, -7.3
> COCCC(=O)N1CCCC(CCC(=O)NCc2ccc(F)c(F)c2)C1 (configuration not stated)
  -2.5, -4.5, -1.6, 0.7, 1.5, -29.7, 6.0, 6.2, 29.7, nt
> CC(C)(C)NC(=O)c1ccc(COCC(F)(F)F)o1
  -6.8, 2.4, nt, -0.2, 7.5, -35.1, 5.4, 1.0, 35.1, 4.1
> O=S1(=O)CC/C(=N/Nc2ccccn2)c2cc(F)ccc21
  -3.8, -1.3, -2.0, -2.3, 22.4, nt, -1.7, -3.1, nt, -4.1
> CC(C)c1ccc(S(=O)(=O)N2CCN(C(=O)CN3C(=O)NC4(CCCCC4)C3=O)CC2)cc1
  1.3, -19.4, -0.8, -1.8, 4.8, 10.0, -7.8, -5.7, -10.0, -3.3
> Nc1nnnn1/N=C/c1cccc(O)c1
  14.6, -6.5, 12.3, -1.5, -4.3, -31.7, 10.5, -4.3, 31.7, 1.1
> COc1ccc(NC(=O)CSc2nccn2Cc2ccccc2)cc1
  1.5, -7.2, 4.0, -0.5, -49.0, -3.8, -13.9, 30.2, 3.8, -0.3

Overlap with the part before: 3 entries; new compounds follow.
Value order – Rtt109 HAT inh, dFosB activator, NSD2 inh, CAL PDZ FP-1, PfHsp90 set2, SR-BI DiI inh, PvdQ acylase, MITF TRPM1 HTS, SR-BI DiI-HDL act, CAL PDZ FP-2
> CC(C)c1ccc(S(=O)(=O)N2CCN(C(=O)CN3C(=O)NC4(CCCCC4)C3=O)CC2)cc1
  1.3, -19.4, -0.8, -1.8, 4.8, 10.0, -7.8, -5.7, -10.0, -3.3
> Nc1nnnn1/N=C/c1cccc(O)c1
  14.6, -6.5, 12.3, -1.5, -4.3, -31.7, 10.5, -4.3, 31.7, 1.1
> COc1ccc(NC(=O)CSc2nccn2Cc2ccccc2)cc1
  1.5, -7.2, 4.0, -0.5, -49.0, -3.8, -13.9, 30.2, 3.8, -0.3
> COC(=O)C1C(c2ccccc2)C(C(=O)N2CCOCC2)C1c1ccccc1 (configuration not stated)
  0.1, -1.9, -0.4, -2.1, -0.9, -2.0, -12.4, -2.2, 2.0, 0.2
> CCOC(=O)c1cc(NC(=O)N2CCOCC2)c(C)nc1C
  2.5, -10.3, -2.3, -0.6, 46.9, -3.1, -8.7, 0.5, 3.1, 0.5
> Cc1cc(C)c(S(=O)(=O)N2CCC(C(=O)NCc3ccncc3)CC2)c(C)c1
  -11.3, 4.4, -1.3, -2.6, -6.6, 36.7, -6.5, 6.3, -36.7, -2.3
> CCC(C)[C@H](N)C(=O)NC[C@H]1CC[C@H](C(=O)N[C@@H](Cc2ccccc2)C(=O)O)CC1 (some centres not stated)
  12.2, -0.3, -1.2, -1.8, -8.5, -9.0, 2.5, -14.8, 9.0, -1.3
> Cc1ccc(Cn2nnc3c(=O)n(Cc4cc(C)ccc4C)cnc32)cc1
  -0.3, -8.8, nt, -1.8, -16.9, -5.9, -11.3, 1.4, 5.9, -2.8
> CCOc1ccc(CCNC(=O)CCN2C(=O)COc3ccccc32)cc1OCC
  -3.9, 2.7, 0.8, -1.2, 45.8, 8.2, -8.9, 7.8, -8.2, 0.1
> C=CCN(Cc1nc(-c2cc(OC)ccc2OC)oc1C)C1CCS(=O)(=O)C1 (configuration not stated)
  2.6, -7.2, 0.1, -1.3, 37.4, 1.2, -8.5, -12.5, -1.2, 0.4
> O=C(Nc1nncs1)Oc1ccccc1
  9.6, 0.6, 3.8, -0.3, 9.0, -13.2, 9.4, -9.8, 13.1, -2.2
> O=C(NCC(=O)N1CCN(c2ccccc2O)CC1)c1cccs1
  -1.9, 5.0, 10.7, -2.8, 13.5, 5.1, -5.1, 21.1, -5.1, -2.6
> CCOC(=O)C1(Cc2ccccc2)CCCN(C2CCN(C(C)=O)CC2)C1 (configuration not stated)
  -17.0, 2.2, 2.8, 0.7, -13.5, -25.3, -5.3, -1.3, 25.3, -3.7
> O=C(Nc1nc2ccccc2[nH]1)c1ccc(F)cc1
  -2.8, -3.0, -1.8, -1.8, nt, 6.7, -0.4, 5.6, -6.7, nt
> CS(=O)(=O)Nc1ccccc1C(=O)OCC(=O)NC1CC1
  4.1, -0.9, -0.2, 1.6, 19.6, 8.4, 0.6, 3.7, -8.4, -5.0
> COCCCNS(=O)(=O)c1ccc2c(c1)CCN2C(C)=O
  2.0, 4.5, -2.8, -0.9, -4.8, 5.7, -15.1, 4.2, -5.7, -1.2
> COc1ccc(NC(=O)N2CCCC2C(=O)Nc2ccc(C)c(Cl)c2)cc1 (configuration not stated)
  0.8, -15.6, nt, -2.5, -11.7, -0.3, 1.3, 0.7, 0.3, -1.9
> CCCCOc1ccccc1C1NC(=O)NC(C)=C1C(=O)OCCOCC (configuration not stated)
  0.8, -3.6, -8.1, 0.7, 9.7, 18.6, -1.7, 1.9, -18.6, -2.7
> COc1cccc(CN(CC(=O)NCc2ccc(F)cc2)C(=O)c2ccco2)c1
  -4.1, -5.8, nt, -0.7, 12.8, -4.1, -6.5, -6.6, 4.1, -0.4
> CCOC(=O)c1c(N/N=C/c2ccncc2)n[nH]c1C
  40.2, 2.8, -2.6, -3.5, 10.8, -13.6, 7.2, 20.3, 13.6, -1.0
> COCCNC(=S)c1ccc(OC)cc1
  0.6, 0.7, -0.2, -0.3, 1.7, -25.3, 14.8, nt, 25.3, nt
> O=C(NNC1=Nc2cccc3cccc1c23)c1ccccc1Br
  -2.1, 4.6, 0.5, -0.7, -69.8, 16.0, -3.6, 11.4, -16.0, -1.5
